Pol iota inh – qHTS for Inhibitors of Polymerase Iota; Pol iota fluorescent replication assay, 10 min; Potency, µM (doses to about 115 µM), for the others: at the top dose activity, negative = inhibition, hits mostly inhibitors; hit rate 1% among 390,000; AID 588590, 2011; further: potency means the concentration at half of the fitted maximal effect
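Pol iota at 10 nM preincubated 15 min with compounds at room temperature; reaction started with fluorescent substrate, 50 nM final. Fluorescence read kinetically at 0 and 10 min; buffer-only wells as negative control.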
APEX1 inh – qHTS Assay for Inhibitors of the Human Apurinic/apyrimidinic Endonuclease 1 (APE1). DNA repair nuclease/redox regulator APEX1 (Homo sapiens), P27695. recombinant APE1, TAMRA/BHQ-2 abasic DNA cleavage fluorescence. Potency, µM (doses to about 65.8 µM), inactives show top-dose activity change, negative = inhibition, actives largely listed as inhibitors. hit rate 0.35% among 350,000;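 further: potency means the concentration at half of the fitted maximal effect; plate controls were vehicle for no effect and reference inhibitor for full effect; nearly all actives have a fitted effect of over 55% in size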
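Incision of a quenched TAMRA/BHQ-2 THF abasic-site duplex (50 nM) by 0.75 nM APE1, after 15 min compound preincubation, measured as fluorescence increase over three 60 s reads. Values normalized to buffer, DMSO and NSC13755 control wells.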
Apoferritin bind – qHTS Assay for Identification of Novel General Anesthetics | Ferritin light chain (Equus caballus), P02791 | apoferritin/1-aminoanthracene competitive binding, fluorescence | Potency, µM (titrated, usually from 77.5 µM), without a hit: top-dose activity change, negative = displacement, actives largely listed as inhibitors | hit rate 0.074% among 350,000 | AID 485281, 2010; further: potency means the concentration at half of the fitted maximal effect; on the % scale 0 is the no-effect control and ±100 the full control effect; nearly all actives have a fitted effect of over 20% in size
Target sequence (P02791 2-175 limits assumed): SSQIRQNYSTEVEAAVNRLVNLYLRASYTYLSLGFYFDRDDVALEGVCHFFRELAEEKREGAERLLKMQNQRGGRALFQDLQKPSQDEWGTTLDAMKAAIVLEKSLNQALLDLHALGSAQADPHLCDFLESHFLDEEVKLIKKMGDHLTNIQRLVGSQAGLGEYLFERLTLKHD
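Horse-spleen apoferritin (10 uM) was mixed with 50% saturated 1-aminoanthracene in PBS, exposed to compounds for 10 min at room temperature, and read for fluorescence (ex 380 nm, em 535 nm). Competitive displacement was fitted with a four-parameter Hill equation.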
POLK inh – qHTS for Inhibitors of Polymerase Kappa; DNA polymerase kappa (Homo sapiens), Q9UBT6; purified Pol kappa, fluorescent DNA synthesis assay, 10 min; Potency, µM (doses to about 107 µM), inactives show top-dose activity, negative = inhibition, usual class: inhibitors; hit rate 0.53% among 400,000; further: potency means the concentration at half of the fitted maximal effect; on the % scale 0 is the no-effect control and ±100 the full control effect
Target sequence (Q9UBT6 whole entry, looked up): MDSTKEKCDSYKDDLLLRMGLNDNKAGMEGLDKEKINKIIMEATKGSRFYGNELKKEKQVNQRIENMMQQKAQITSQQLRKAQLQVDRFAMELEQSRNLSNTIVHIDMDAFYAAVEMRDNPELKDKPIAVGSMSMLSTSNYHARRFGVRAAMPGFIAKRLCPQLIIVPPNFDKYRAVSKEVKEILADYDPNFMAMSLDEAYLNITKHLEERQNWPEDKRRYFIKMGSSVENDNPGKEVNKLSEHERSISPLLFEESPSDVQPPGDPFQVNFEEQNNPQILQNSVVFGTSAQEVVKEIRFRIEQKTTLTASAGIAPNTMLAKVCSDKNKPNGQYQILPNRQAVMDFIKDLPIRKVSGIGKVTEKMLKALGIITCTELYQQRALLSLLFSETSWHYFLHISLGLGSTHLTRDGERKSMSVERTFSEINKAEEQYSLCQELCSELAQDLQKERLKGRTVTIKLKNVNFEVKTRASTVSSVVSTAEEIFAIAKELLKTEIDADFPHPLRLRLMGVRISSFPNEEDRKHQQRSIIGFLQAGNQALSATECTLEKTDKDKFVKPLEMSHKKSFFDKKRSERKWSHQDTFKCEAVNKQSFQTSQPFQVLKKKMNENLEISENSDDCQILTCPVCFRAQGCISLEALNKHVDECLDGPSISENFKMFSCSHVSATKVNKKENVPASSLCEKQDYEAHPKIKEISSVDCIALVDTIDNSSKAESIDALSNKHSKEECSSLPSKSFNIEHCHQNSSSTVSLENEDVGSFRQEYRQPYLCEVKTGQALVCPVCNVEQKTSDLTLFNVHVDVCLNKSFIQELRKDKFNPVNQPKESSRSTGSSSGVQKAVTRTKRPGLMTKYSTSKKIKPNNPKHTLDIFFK
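Readout: fluorescence, taken kinetically at 0 and 10 min. Conditions: 10 nM Pol kappa, 15 min RT compound preincubation, 50 nM substrate final. Controls: enzyme-free buffer wells.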
POLB inh – qHTS Assay for Inhibitors of DNA Polymerase Beta; hit rate 1.3% among 340,000; P06746; Pol beta primer extension/strand displacement, fluorescence kinetic; Potency, µM (titrated, usually from 114 µM), inactives show at the top dose activity change, negative = inhibition, usual class: inhibitors; further: potency means the concentration at half of the fitted maximal effect; on the % scale 0 is the no-effect control and ±100 the full control effect
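Homogeneous kinetic assay of primer extension and strand displacement by 10 nM Pol beta, preincubated 15 min at room temperature with compound before 50 nM substrate (final) was added. Read at 0 and 10 min; four-parameter Hill fit.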
ALOX12 inh – Primary qHTS assay for inhibitors of human arachidonate 12S-lipoxygenase (ALOX12): Round 2; purified 12hLO, xylenol orange hydroperoxide absorbance; Potency, µM (highest dose often 108 µM), for the others: top-dose activity change, negative = inhibition, hits mostly inhibitors; Polyunsaturated fatty acid lipoxygenase ALOX12 (Homo sapiens), P18054; hit rate 1.1% among 580,000; further: potency means the concentration at half of the fitted maximal effect; on the % scale 0 is the no-effect control and ±100 the full control effect
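Purified human 12hLO at 150 nM in 25 mM Hepes, 0.01% Triton X-100, pH 7.0, preincubated 15 min at room temperature with compound. Reaction started with 40 uM arachidonic acid, 30 min at room temperature. Hydroperoxide measured by Fe-xylenol orange, 573/405 nm absorbance ratio.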
TRHR ag – qHTS for Small Molecule Agonists and Allosteric Enhancers of Human TRH Receptor: Primary Screen for Agonists; activation, % at 2 µM; TRHR cells, calcium flux fluo-8, FDSS agonist mode; hit rate 0.18% among 360,000; Thyrotropin-releasing hormone receptor (Homo sapiens), P34981; in the data active means activation above about 30%; further: 0% is about no effect
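In this calcium-flux screen, cells bearing human TRHR are dye-loaded with fluo-8, baselined for 10 cycles, then exposed to library compounds; positive kinetic calcium responses during the agonist phase mark hits, with TRH as control.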
ERG Ets-DNA blk – qHTS for Small Molecule Inhibitors of the ERG Ets/DNA interaction; Transcriptional regulator ERG (Homo sapiens), P11308; fluorescence polarization, His-ERG Ets domain / labelled DNA; Potency, µM (top dose mostly 76.9 µM), for the others: at the top dose FP activity, negative = inhibition, most hits filed as inhibitors; hit rate 0.028% among 370,000; AID 624246, 2012; active means well fitted inhibition curve with a large enough effect in the polarisation, with a control signal flat; inconclusive means small, poorly fitted or top-dose-only effect, or effect the other way, or a change in a side signal; inactive means no such curve, though single readings can be large or run the other way; the % refers to the polarisation;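 further: polarization taken with two DNA probes labelled with fluorescein and Texas red; potency means the concentration at half of the fitted maximal effect; % of control where 0% means no effect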
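His-tagged ERG Ets domain (1 uM in the protein solution; 300mM KCl, 50mM Tris-HCl, 1mM EDTA, 1mM DTT, pH 7.5) received compound, then a probe mix of 5 nM fluorescein-DNA and 100nM Texas-615-DNA. Fluorescence polarization was read for both dyes.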
BLM helicase inh – qHTS Assay for Inhibitors of Bloom's syndrome helicase (BLM) | RecQ-like DNA helicase BLM (Homo sapiens), P54132 | hit rate 0.2% among 350,000 | AID 2528, 2010 | recombinant BLM DNA unwinding, fluorescence dequenching | Potency, µM (highest dose often 56.1 µM), without a hit: at the highest dose activity change, negative = inhibition, usual class: inhibitors;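 further: potency means the concentration at half of the fitted maximal effect; plate controls were vehicle for no effect and no enzyme for full effect; nearly all actives have a fitted effect of over 35% in size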
* = called active by the depositor; & = joins results of further samples; [ ] = remark or other dose. Unless noted, the call rests on the fitted dose curve; in most records, active means well fitted curve in the direction sought with a large enough effect; inconclusive means small, poorly fitted or top-dose-only effect, or another doubt; inactive means no such curve, though single readings can be large; an effect the other way counts as inactive or inconclusive. This is a subset; the hit share may differ from the screen's.

How did CC(=O)Nc1ccc(S(=O)(=O)Nc2nc3ccc([N+](=O)[O-])cc3s2)cc1 do in these assays?
Pol iota inh: 84%[activator]; APEX1 inh: -7%; Apoferritin bind: -13%; POLK inh: -2%; POLB inh: -5%; ALOX12 inh: inconclusive; TRHR ag: 1.4; ERG Ets-DNA blk: -4%; BLM helicase inh: -5%

What do the screens show for `COc1ccc2[nH]c(O)c(N=O)c2c1`?
Pol iota inh: 8%; APEX1 inh: 0%; Apoferritin bind: 2%; POLK inh: 0%; POLB inh: -2%; ALOX12 inh: inconclusive; TRHR ag: -0.5; ERG Ets-DNA blk: -9%; BLM helicase inh: 0%

What do the screens show for `CN(C)c1ncnc2c1ncn2CCn1cnc2c(N(C)C)ncnc21`?
Pol iota inh: 2%; POLK inh: -25%; ALOX12 inh: 8%; ERG Ets-DNA blk: -8%

What do the screens show for `COC(=O)c1ccc(/C=C/c2c(-c3ccsc3)oc3ccc(N4CCOCC4)cc23)cc1`?
Pol iota inh: -22%; APEX1 inh: 35%; Apoferritin bind: 38%[activator]; POLK inh: -8%; POLB inh: -2%; ALOX12 inh: inconclusive; TRHR ag: 0.1; ERG Ets-DNA blk: -8%; BLM helicase inh: -5%

What do the screens show for `CCc1ccc(NC(=O)CCc2nnc3ccc(N4CCCC4)nn23)cc1`?
Pol iota inh: -13%; APEX1 inh: 51%; Apoferritin bind: -15%; POLK inh: -7%; POLB inh: inconclusive; ALOX12 inh: -15%; TRHR ag: -0.5; ERG Ets-DNA blk: -8%; BLM helicase inh: 2%

Results for O=C1CCCC(O)=C1N=Nc1ccc(S(=O)(=O)N2CCOCC2)cc1 ?
Pol iota inh: 35µM*; APEX1 inh: -4%; Apoferritin bind: 10%; POLK inh: -74%; POLB inh: -9%; ALOX12 inh: inconclusive; TRHR ag: -0.2; ERG Ets-DNA blk: inconclusive; BLM helicase inh: -8%

Results for CC(OC(=O)Cn1[nH]c(=O)c2ccccc2c1=O)C(=O)Nc1ccc(F)cc1 (configuration not stated) ?
Pol iota inh: 22%; APEX1 inh: 12%; POLK inh: -4%; ALOX12 inh: inconclusive; TRHR ag: -0.3; ERG Ets-DNA blk: -1%

What do the screens show for `COc1cc(OC)cc(C(=O)Nc2ccc(S(=O)(=O)N3CCOCC3)cc2)c1`?
Pol iota inh: 7%; APEX1 inh: 7%; Apoferritin bind: -21%; POLK inh: -15%; POLB inh: 18%; ALOX12 inh: 13%; TRHR ag: -0.4; ERG Ets-DNA blk: 3%; BLM helicase inh: -3%

How did N#CC1=C(N)C(C#N)(C#N)C(c2cccnc2)C2CC(c3ccccc3)CC=C12 (configuration not stated) do in these assays?
Pol iota inh: inconclusive; APEX1 inh: -3%; Apoferritin bind: -9%; POLK inh: -8%; POLB inh: 21%; TRHR ag: 1.4; ERG Ets-DNA blk: -2%; BLM helicase inh: -13%

Results for CC(C)NC(=O)C(=O)NNC(=O)CCc1ccccc1 ?
Pol iota inh: 27%; APEX1 inh: -3%; Apoferritin bind: -2%; POLK inh: 0%; POLB inh: 3%; ALOX12 inh: -4%; TRHR ag: 0.5; ERG Ets-DNA blk: -1%; BLM helicase inh: 3%

Results for CCOC(=O)C1=C(C)Nc2ncnn2C1c1ccc(N(C)C)cc1 (configuration not stated) ?
Pol iota inh: 26%&2%; APEX1 inh: -3%; Apoferritin bind: -7%; POLK inh: -6%&2%; POLB inh: 2%; ALOX12 inh: 4%&3%; TRHR ag: 0.5; ERG Ets-DNA blk: -8%; BLM helicase inh: -9%

What do the screens show for `O=[N+]([O-])c1cccc(S(=O)(=O)N2CCN(S(=O)(=O)N3CCCCCC3)CC2)c1`?
Pol iota inh: 14%; APEX1 inh: 6%; Apoferritin bind: 0%; POLK inh: -1%; POLB inh: 19%; ALOX12 inh: -53%; TRHR ag: -0.1; ERG Ets-DNA blk: 6%; BLM helicase inh: -6%

What do the screens show for `Cc1cc2oc(C(=O)Nc3sc4c(c3C(=O)NCc3ccccc3)CCCC4)cc(=O)c2cc1C`?
Pol iota inh: 10%; Apoferritin bind: -6%; POLK inh: -1%; POLB inh: 36%; ALOX12 inh: 0%; TRHR ag: 0.8; ERG Ets-DNA blk: 0%; BLM helicase inh: -6%

What do the screens show for `COc1ccc2cc(C[C@@H]3CC[C@@H](CNC(N)=O)O3)ccc2c1`?
Pol iota inh: -25%; APEX1 inh: -7%; POLK inh: 1%; ALOX12 inh: 0%; ERG Ets-DNA blk: 12%

Results for O=C(Nc1ccc(OCC(=O)N2CCOCC2)cc1)c1ccccc1F ?
Pol iota inh: 29%; APEX1 inh: 87%[activator][12.4 µM]; Apoferritin bind: 0%; POLK inh: -6%; POLB inh: 0%; ALOX12 inh: 0%; TRHR ag: 0.2; ERG Ets-DNA blk: -3%; BLM helicase inh: 1%

A stretch taken from the entries so far:
Results for CC(C)NC(=O)C(=O)NNC(=O)CCc1ccccc1 ?
Pol iota inh: 27%; APEX1 inh: -3%; Apoferritin bind: -2%; POLK inh: 0%; POLB inh: 3%; ALOX12 inh: -4%; TRHR ag: 0.5; ERG Ets-DNA blk: -1%; BLM helicase inh: 3%

Results for CCOC(=O)C1=C(C)Nc2ncnn2C1c1ccc(N(C)C)cc1 (configuration not stated) ?
Pol iota inh: 26%&2%; APEX1 inh: -3%; Apoferritin bind: -7%; POLK inh: -6%&2%; POLB inh: 2%; ALOX12 inh: 4%&3%; TRHR ag: 0.5; ERG Ets-DNA blk: -8%; BLM helicase inh: -9%

(more compounds)
How did CN1CCN(C(=O)c2c(O)c3cccc4c3n(c2=O)CCC4)CC1 do in these assays?
Pol iota inh: 2%; APEX1 inh: 3%; Apoferritin bind: -5%; POLK inh: -6%; POLB inh: 0%; ALOX12 inh: inconclusive; TRHR ag: -1.0; ERG Ets-DNA blk: 10%; BLM helicase inh: -3%

What do the screens show for `COc1ccc(C(=O)N2CCc3ccccc32)cc1S(=O)(=O)N1CCOCC1`?
Pol iota inh: 13%; APEX1 inh: 46%[activator]; POLK inh: -4%; ALOX12 inh: -12%; TRHR ag: -0.2; ERG Ets-DNA blk: 10%

What do the screens show for `COc1ccccc1NC(=O)COC(=O)[C@@H]1CCCN1C(=O)c1cccs1`?
Pol iota inh: -10%; APEX1 inh: 0%; Apoferritin bind: -6%; POLK inh: -3%; POLB inh: 94%; ALOX12 inh: 4%; TRHR ag: 1.1; ERG Ets-DNA blk: -3%; BLM helicase inh: -2%

How did O=S(=O)(NCc1ccc2c(c1)OCO2)c1cccc2nsnc12 do in these assays?
Pol iota inh: -15%; APEX1 inh: -3%; Apoferritin bind: -14%; POLK inh: -13%; POLB inh: -25%; ALOX12 inh: 0%; TRHR ag: -0.3; ERG Ets-DNA blk: 11%; BLM helicase inh: -1%

How did Cc1cccc2cc(C#N)c(NCCNC(=O)COc3ccccc3)nc12 do in these assays?
Pol iota inh: -26%; APEX1 inh: 8%; Apoferritin bind: -1%; POLK inh: -6%; POLB inh: 2%; ALOX12 inh: -4%; TRHR ag: 0.2; ERG Ets-DNA blk: 1%; BLM helicase inh: 2%

How did CCOC(=O)c1ccc(Oc2coc3cc(O)ccc3c2=O)cc1 do in these assays?
Pol iota inh: 23%; APEX1 inh: 25%; Apoferritin bind: 58%[activator]; POLK inh: -1%; POLB inh: 9%; ALOX12 inh: 7%&-15%; TRHR ag: -1.1; ERG Ets-DNA blk: 11%; BLM helicase inh: -5%

Results for Nc1c(C(=O)Nc2ccccc2)sc2nc(-c3cccnc3)ccc12 ?
APEX1 inh: -1%; Apoferritin bind: -12%; POLB inh: 1%; ALOX12 inh: -23%; TRHR ag: 0.0; BLM helicase inh: 0%

What do the screens show for `O=C(CSc1nnc(-c2ccco2)o1)N1CCN(c2ccccc2)CC1`?
Pol iota inh: 67%[activator]; APEX1 inh: -2%; Apoferritin bind: 1%; POLK inh: 3%; POLB inh: inconclusive; ALOX12 inh: 20%; TRHR ag: 0.0; ERG Ets-DNA blk: 14%; BLM helicase inh: 0%

How did COc1ccc(OC)c(C(=O)Nc2ccc3[nH]ccc3c2)c1 do in these assays?
Pol iota inh: 122%[activator]; POLK inh: -2%; ALOX12 inh: 82%[activator]; ERG Ets-DNA blk: 18%

Results for O=C(Nc1cccs1)OCCN1CCN(Cc2ccccc2)CCC1=O ?
Pol iota inh: 45%[activator]; APEX1 inh: 3%; Apoferritin bind: -12%; POLK inh: -5%; POLB inh: 1%; ALOX12 inh: -7%; TRHR ag: 0.2; ERG Ets-DNA blk: -4%; BLM helicase inh: 1%

How did CCCCc1c(CCC)c(=N)c2ccccc2n1C do in these assays?
Pol iota inh: -6%; APEX1 inh: 0%; Apoferritin bind: -19%; POLK inh: 1%; POLB inh: -1%; ALOX12 inh: inconclusive; TRHR ag: 0.5; ERG Ets-DNA blk: -9%; BLM helicase inh: 2%

Assay outcomes deposited in PubChem BioAssay by National Center for Advancing Translational Sciences (NCATS).
